Gal4-VP16 FLuc: VP16 counterscreen qHTS for inhibitors of ROR gamma transcriptional activity. Drosophila S2 Gal4-VP16 UAS-luciferase, luminescence, 20 h. Potency, µM (highest dose often 53.6 µM), inactives show at the highest dose activity, negative = inhibition, actives largely listed as inhibitors. actives 3.5% (n = 310,000). AID 2546, 2010;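 further: Gal4-VP16 expression switched on by copper sulfate through the metallothionein promoter; on the % scale 0 is the no-effect control and ±100 the full control effect; nearly all actives have a fitted effect of over 50% in size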
Rab9 prom act: qHTS Assay for Rab9 Promoter Activators; AID 485297, 2010; Huh7 Rab9 promoter-luciferase reporter, luminescence, 24 h; Potency, µM (highest dose often 9.22 µM), for inactives: top-dose activation, negative = inhibition, most hits filed as activators; actives 2.8% (n = 320,000); further: % of control where 0% means no effect; nearly all actives have a fitted effect of over 60% in size
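Rab9 promoter-driven luciferase in stably transfected Huh7 cells; 1500 cells/well rested 2 h, exposed to compound in DMSO for 24 h at 37 °C, 5% CO2. Luminescence read 10 min after adding luciferase reagent at ambient temperature.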
NPC1 prom act: qHTS Assay for NPC1 Promoter Activators | actives 2.4% (n = 320,000) | AID 485313, 2010 | Huh7 NPC1 promoter luciferase reporter, 24 h | Potency, µM (highest dose often 9.22 µM), for the others: at the highest dose activation, hits mostly activators;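 further: % of control where 0% means no effect; nearly all actives have a fitted effect of over 60% in size; reporter is driven by a mutant NPC1 promoter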
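Stably transfected Huh7 (NPC1 promoter→luciferase), 1500 cells/well in Opti-MEM + 10% FBS, 2 h settle, then compound 24 h at 37 °C. Luminescence after 10 min with Amplite reagent.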
MBNL1-CUG inh: qHTS Assay for Inhibitors of MBNL1-poly(CUG) RNA binding; Potency, µM (doses to about 57.5 µM), without a hit: top-dose activity change, negative = inhibition, hits mostly inhibitors; Muscleblind-like protein 1 (Homo sapiens), Q9NR56; TR-FRET MBNL1-His/biotin-(CUG)12 binding, 665/545 ratio; actives 0.036% (n = 280,000); active means well fitted inhibition curve with a large enough effect in the signal ratio, with a control signal flat, not every such curve was filed as active; inconclusive means small, poorly fitted or top-dose-only effect, or effect the other way, or a change in a side signal; inactive means no such curve, though single readings can be large or run the other way; the % refers to the signal ratio; further: on the % scale 0 is the no-effect control and ±100 the full control effect
Target sequence (Q9NR56 whole entry, looked up): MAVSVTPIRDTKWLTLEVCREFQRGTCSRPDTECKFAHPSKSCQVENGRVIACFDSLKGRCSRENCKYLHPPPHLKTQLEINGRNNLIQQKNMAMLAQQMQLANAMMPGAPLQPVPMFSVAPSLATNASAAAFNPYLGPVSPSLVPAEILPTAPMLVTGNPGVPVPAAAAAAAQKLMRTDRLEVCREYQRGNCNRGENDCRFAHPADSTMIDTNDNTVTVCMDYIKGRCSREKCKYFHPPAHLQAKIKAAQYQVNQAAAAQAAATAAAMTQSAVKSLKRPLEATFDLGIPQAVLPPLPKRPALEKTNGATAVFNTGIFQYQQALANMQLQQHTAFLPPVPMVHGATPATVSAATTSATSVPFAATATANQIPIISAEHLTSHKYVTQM
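His-tagged MBNL1 binding to biotinylated (CUG)12 RNA was measured by TR-FRET using terbium anti-His antibody (0.055 ng/ul final) and streptavidin-XL665 (5 nM final). Compounds were titrated 92 nM to 58 uM; 60 min at room temperature.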
p53 reactivator: qHTS assay for re-activators of p53 using a Luc reporter | H1299 p53-A138V BP100-luciferase reporter, luminescence, 24 h | Potency, µM (titrated, usually from 92.2 µM), without a hit: at the top dose activity change, positive = activation, usual class: activators | actives 0.063% (n = 320,000); further: % of control where 0% means no effect; nearly all actives have a fitted effect of over 45% in size
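H1299 (p53-null), stable ts p53-A138V + BP100-Luc; 1000 cells/well, Opti-MEM/10% FBS; cpd 4 pt, 1:5; 24 h, 37 deg C, 5% CO2; detection reagent 10 min RT; luminescence.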
ELG1 genotoxic: qHTS screen for small molecules that induce genotoxicity in human embryonic kidney (HEK293T) cells expressing luciferase-tagged ELG1; actives 1.3% (n = 330,000); Potency, µM (titrated, usually from 46 µM), without a hit: top-dose activity change, positive = activation, hits mostly activators; AID 504466, 2011; HEK293T ELG1-luciferase reporter, luminescence, 16 h; further: % of control where 0% means no effect; nearly all actives have a fitted effect of over 60% in size
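HEK293T cells expressing luciferase-tagged ELG1 were exposed to compound or DMSO vehicle for 16 hr at 37 °C and 5% CO2. Luciferase activity was then measured with ONE-Glo after 30 min at room temperature.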
uPA generation: qHTS for Inhibitors of Cell Surface uPA Generation | cell surface uPA generation assay, qHTS | Potency, µM (series often up to 38.3 µM), without a hit: at the highest dose activity change, negative = inhibition, usual class: inhibitors | actives 0.31% (n = 330,000); active means well fitted inhibition curve with a large enough effect; inconclusive means small, poorly fitted or top-dose-only effect; inactive means no such curve, though single readings can be large or run the other way; tested in mouse RAW 264.7 cells; further: on the % scale 0 is the no-effect control and ±100 the full control effect; nearly all actives have a fitted effect of over 55% in size
RORgamma inh: qHTS for inhibitors of ROR gamma transcriptional activity | Potency, µM (top dose mostly 53.6 µM), for inactives: at the highest dose activity change, negative = inhibition, hits mostly inhibitors | actives 5.4% (n = 310,000) | AID 2551, 2010 | Nuclear receptor ROR-gamma (Mus musculus), P51450 | Drosophila S2 Gal4-RORgamma UAS-luciferase reporter, 20 h; further: on the % scale 0 is the no-effect control and ±100 the full control effect; nearly all actives have a fitted effect of over 60% in size
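In this cell-based reporter format, copper sulfate (700 uM final) drives Gal4–ROR gamma fusion expression from a metallothionein promoter in Drosophila Schneider cells; compounds preincubated 1 hr, reporter read after 20 hr at ambient temperature.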
BRCA1 expr up: qHTS Assay to Identify Small Molecule Activators of BRCA1 Expression. actives 1.1% (n = 380,000). AID 624202, 2012. MCF7-BRCA1-FFLuc reporter, luminescence, 48 h; response scale: scaled: vehicle 0%, 10 µM genistein 100%. Potency, µM (top dose mostly 46.1 µM), for the others: at the highest dose activation, most hits filed as activators; further: nearly all actives have a fitted effect of over 80% in size; some results filed as inactive show a strong effect at the top dose
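Luminescence from a BRCA1-driven firefly luciferase in MCF7 cells was the read-out, taken 15 min after substrate addition following 48 h compound exposure at 37 °C. Data were normalized to a 10 microM genistein control and DMSO vehicle.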
FLuc modulator: qHTS profiling assay for firefly luciferase inhibitor/activator using purifed enzyme and Km concentrations of substrates (counterscreen for miR-21 project) | AID 588342, 2011 | Potency, µM (series often up to 57.5 µM), inactives show top-dose activity change, negative = inhibition, actives largely listed as inhibitors | purified FLuc, Km substrates, luminescence inhibition | Luciferin 4-monooxygenase (Photinus pyralis), P08659 | actives 6.9% (n = 360,000);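 further: plate controls were vehicle for no effect and reference inhibitor for full effect; nearly all actives have a fitted effect of over 55% in size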
Target sequence (P08659 whole entry, looked up): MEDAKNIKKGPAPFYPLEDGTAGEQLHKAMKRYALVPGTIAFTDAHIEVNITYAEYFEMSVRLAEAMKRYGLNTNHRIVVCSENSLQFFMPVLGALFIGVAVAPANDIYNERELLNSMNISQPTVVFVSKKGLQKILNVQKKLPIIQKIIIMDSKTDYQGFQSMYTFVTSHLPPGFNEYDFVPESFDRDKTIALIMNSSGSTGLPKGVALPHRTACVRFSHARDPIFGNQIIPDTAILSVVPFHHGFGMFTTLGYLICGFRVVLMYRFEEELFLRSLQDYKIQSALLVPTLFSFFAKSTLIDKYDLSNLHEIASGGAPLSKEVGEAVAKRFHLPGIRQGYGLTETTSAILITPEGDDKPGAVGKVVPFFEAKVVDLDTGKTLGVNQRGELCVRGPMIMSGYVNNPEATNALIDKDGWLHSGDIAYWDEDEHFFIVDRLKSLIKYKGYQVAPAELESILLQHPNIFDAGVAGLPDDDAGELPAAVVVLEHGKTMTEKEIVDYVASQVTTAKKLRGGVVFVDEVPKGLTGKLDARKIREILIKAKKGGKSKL
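Purified P. pyralis luciferase, 10 nM final, with Km-level 10 uM D-luciferin and 10 uM ATP in 50 mM Tris acetate pH 7.5, 10 mM Mg acetate, 0.01% Tween-20, 0.05% BSA; 6-point qHTS titration about 60 µM downward; luminescence read.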
An asterisk follows results filed as active; ? = inconclusive; / = no result given; [ ] = remark or other dose. Unless noted, the call rests on the fitted dose curve; in most records, active means well fitted curve in the direction sought with a large enough effect; inconclusive means small, poorly fitted or top-dose-only effect, or another doubt; inactive means no such curve, though single readings can be large; an effect the other way counts as inactive or inconclusive. Potency means the concentration at half of the fitted maximal effect.

SMILES	Gal4-VP16 FLuc	Rab9 prom act	NPC1 prom act	MBNL1-CUG inh	p53 reactivator	ELG1 genotoxic	uPA generation	RORgamma inh	BRCA1 expr up	FLuc modulator
CC1(C)C([N+](=O)[O-])C(c2ccc(O)cc2)NC(c2ccc(O)cc2)C1[N+](=O)[O-] (stereo not given)	-11%	2%	-2%	-10%	5%	0%	-6%	18%	-2%	3%
N#C/C(=C\c1ccccc1[N+](=O)[O-])C(=O)Nc1ccc(S(N)(=O)=O)cc1	6%	-9%	-2%	13%	4%	-1%	-18%	-5%	-1%	-1%
O=C(O)c1ccccc1C(=O)Nc1ccc(Oc2cccc(C(F)(F)F)c2)nc1	15%	-11%	-4%	?	2%	-4%	-3%	24%	18%	-12%
O=C(Nc1ccc(Cl)cc1)NC1CCCc2ccccc21 (stereo not given)	3%	-2%	-2%	-7%	-3%	-2%	-7%	23%	-10%	1%
COC(=O)c1ccc(/C=N/NC(=O)C(=O)NCC2CCCO2)cc1 (stereo not given)	0%	2%	0%	11%	1%	0%	-4%	27%	-3%	-19%
O=C(Nc1ccccc1F)c1ccc(CN2CCN(c3ccccc3)CC2)cc1	28%	-1%	2%	1%	/	14%	9%	41%	6%	2%
CNc1nc(SC(C)C(=O)Nc2ccc(Cl)c(Cl)c2)nc(N2CCOCC2)n1 (stereo not given)	14%	1%	-2%	-2%	-5%	0%	-1%	2%	-7%	1%
CC(Sc1n[nH]c(N)n1)C(=O)Nc1cccc2ccccc12 (stereo not given)	/	1%	-1%	/	/	-1%	8%	/	24%	3%
Cc1cc(C(=O)OCC(=O)NCCC(C)C)c2ccccc2n1	-12%	-2%	5%	?	0%	-6%	/	25%	0%	-15%
CCN(CC)C(=O)COc1coc(CN2CCN(c3ccccc3)CC2)cc1=O	-18%	-2%	-1%	-6%	-6%	0%	-4%	-19%	2%	-3%
COc1ccccc1N1CCN(S(=O)(=O)c2cc3c(cc2C)NC(=O)CO3)CC1	?	2%	-3%	1%	/	-1%	-7%	-20%	-20%	9%
CCN1CCCC1CN(Cc1cc2ccc(C)c(C)c2[nH]c1=O)C(=O)Nc1ccccc1OC (stereo not given)	-12%	7%	6%	-2%	-1%	-3%	-11%	-1%	-36%	-2%
Cc1nc(SCc2cccc(F)c2)c2oc3ccccc3c2n1	2%	-3%	0%	-9%	-2%	-8%	-1%	-35%	-22%	-9%
CCCCN1C(=O)C(=O)c2cc(Cl)ccc21	/	/	/	/	-8%	?	?	/	-33%	/
COc1ccc(C(=O)NNC(=O)CSc2nnc(-c3cccnc3)n2C)cc1	2%	0%	0%	-2%	-1%	-1%	13%	1%	-1%	-12%
O=C(CCNC(=O)c1ccc(Br)cc1)Nc1ccccc1N1CCCC1	/	0%	-4%	/	-1%	-1%	10%	/	-23%	-3%
C=CCNC(=O)c1cccc(Br)c1	-4%	-2%	1%	1%	1%	0%	2%	-13%	-11%	6%
CC(C)(O)C(=O)NNC(=S)Nc1cccc(C(F)(F)F)c1	1%	2%	2%	-4%	1%	-1%	9%	2%	-4%	3%
CCOc1ccc2nc(NC(=O)c3ccccn3)sc2c1	2.8µM*	?	0.1µM*	-3%	?	?	-7%	0.71µM*	-13%	0.38µM*
COC(=O)CCn1nnc(-c2cccs2)n1	/	-4%	-2%	-8%	23%	0%	-4%	-10%[0.365 µM]	-1%	-1%
COc1cccc(CN2CCCC(N3CCc4ccccc4C3)C2)c1O (stereo not given)	22%	-4%	8%	18%	-13%	1%	3%	-1%	-19%	-1%
COc1cccc(NC(=O)CN(C)C(=O)Cc2ccc3c(c2)OCCO3)c1	/	-2%	-1%	/	-2%	1%	0%	/	9%	-1%
Cc1ccc(S(=O)(=O)NC(=O)Nc2ccccc2)cc1	1%	-5%	5%	-7%	1%	3%	-5%	3%	-4%	-3%
O=C(NNc1nc(-c2ccc(Cl)cc2)cs1)c1ccco1	5µM*	25%	14%	-3%	?	1%	-6%	4µM*	-51%	24µM*
CCOC(=O)C1=NN(c2ccccc2)C2=NC(C)=C(C(=O)OC)C(c3ccc(C)cc3)N12 (stereo not given)	1%	-8%	-4%	?	2%	-4%	-1%	14%	-18%	-1%
CCOC(=O)CN1CC23C=CC(O2)C(C(=O)NCCc2ccccc2)C3C1=O (stereo not given)	-2%	2%	-3%	-10%	9%	-2%	2%	1%	6%	-1%
O=c1c2ccccc2cnn1-c1ccc2ccccc2c1	?	1.8µM*	1.4µM*	18%	?	?	/	?	76%	1.2µM*
O=S(=O)(NCc1ccc2c(c1)OCO2)c1c(F)cc(F)cc1Br	12%	-3%	0%	-2%	4%	-2%	5%	1%	-16%	-2%
N/C(=N\OC(=O)c1ccccc1Br)c1ccc([N+](=O)[O-])cc1	?	3.5µM*	4µM*	?	/	?	-6%	?	59%	5.4µM*
O=C(CCC(=O)N1CCOc2ccccc21)Nc1ccc(F)cc1F	-2%	11%	-2%	-2%	3%	0%	9%	-3%	-1%	0%
COC(=O)c1scc(C)c1S(=O)(=O)Nc1ccc(C)cc1	-17%	-4%	-4%	-8%	2%	0%	-5%	?	-9%	-11%
CC1CC(C)CN(C(=O)/C(=C\c2ccccc2)c2ccccc2)C1 (stereo not given)	-8%	-10%	-1%	/	-8%	0%	9%	-2%[10 µM]	-15%	-4%
O=C(COc1ccc2c3c(c(=O)oc2c1)CCC3)NCCCN1CCOCC1	1%	3%	-6%	3%	-5%	7%	-6%	-14%	5%	2%
C=CCc1cccc(C=Nc2cc(Br)ccc2O)c1O	6%	0%	-4%	3%[11.5 µM]	12%	-1%	-8%	18%	-54%	-7%
Cc1cc(C)c(C#N)c(SCC(=O)C2CC2)n1	-21%	4%	15%	15%	1%	7%	-18%	17%	98%	-6%
Cc1cccc(-c2ncc(CN3CCC(CO)(CCCc4ccccc4)CC3)cn2)c1	-10%	-12%	0%	-14%	3%	-8%	-4%	-27%	-6%	-1%
CC1CCCC(C)N1/N=C/c1cccc(Br)c1 (stereo not given)	0%	3%	4%	-3%	0%	-1%	1%	-5%	-3%	?
O=C(Nc1ccccc1NS(=O)(=O)c1ccc(F)cc1)C1CCC1	0%	-3%	1%	5%	-5%	-5%	-1%	-15%	-10%	-11%
CC(Nc1n[nH]c(=O)[nH]c1=O)C(=O)N/N=C/c1ccccc1 (stereo not given)	2%	0%	-2%	12%	0%	2%	-7%	31%	8%	-1%
Cc1ccc(S(=O)(=O)NC2CC(C)(C)NC(C)(C)C2)cc1C	0%	6%	6%	-5%	/	-1%	-2%	-41%	-8%	0%
CC1=CC(C)C2C(=O)N(c3ccccc3)NC(=O)C2C1 (stereo not given)	-7%	-1%	-2%	-10%	-1%	3%	-1%	1%	-13%	-1%
CCOc1ccc(OCc2ccc(C(=O)Nc3cccnc3)cc2)cc1	/	?	?	/	?	-3%	-11%	/	5%	-17%
COc1ccc(-c2cc(CNS(=O)(=O)c3ccc(NC(C)=O)cc3)on2)cc1	4%	1%	0%	-2%	-4%	-4%	2%	8%	-8%	-1%
CCOC(=O)c1cc(C)nn1-c1nc(Cl)cc(OC)n1	-4%	-6%	-1%	-16%	1%	-5%	-1%	2%	-8%	2%
O=C(CCCOC(=O)c1ccc(O)cc1O)c1ccccc1	/	1%	0%	/	15%	2%	-7%	/	3%	?
CCOC(=O)N1CCC(N(CCN(C)C)C(=S)Nc2cc(Cl)cc(Cl)c2)CC1	?	1%	-7%	-4%	13%	-9%	1%	10µM*	41%	-9%
O=C(O)c1ccc(S(=O)(=O)Nc2ccc(O)c(Sc3nc4ccccc4s3)c2)cc1	8%	1%	5%	2%	10%	0%	5%	-22%	0%	?
CCOC(=O)c1cc(-c2ccccc2)sc1NC(=O)C(C)Sc1nnc(N)s1 (stereo not given)	?	3%	-5%	?	-2%	-5%	0%	5%	-45%	-14%
CC1=CC(C)(C)N(C(=O)CNC2CCCCC2)c2cc(C)ccc21	5%	-12%	-5%	-11%	-3%	-11%	-6%	-28%	-23%	1%
COc1ccccc1N(CC(=O)NC1CCCC1)C(=O)CNC(=O)c1cccs1	0%	2%	-4%	-3%	6%	-2%	-2%	-13%	-11%	3%

Assay outcomes deposited in PubChem BioAssay by National Center for Advancing Translational Sciences (NCATS).
